# High-throughput results (PubChem BioAssay)
# Myeloid diff MLP: myeloid differentiation induction. calls only at 10 µM. hit rate 1% among 360,000. ER-HoxA9 myeloid progenitors, lysozyme-GFP differentiation, flow cytometry;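 active means normalized GFP-positive differentiation at or above the plate's own cutoff, the solvent-only control mean plus 3 SD; inconclusive means no clear call, values can overlap the other calls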;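 further: cells exposed to compound for four days before flow analysis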
# Myeloid diff MLP GFP+ MAC1+ %: recorded beside Myeloid diff MLP, whose call it bears; GFP+ MAC1+ double positive, %; measured here: differentiation confirmed by MAC1 staining
# * marks the source's active call; other numbers are inactive results; i = inactive; ? = inconclusive; . = no result given; + = active, no number.
SMILES,Myeloid diff MLP,Myeloid diff MLP GFP+ MAC1+ %
COc1cc2c(cc1CNC[C@H]1O[C@@H](n3ccc(N)nc3=O)[C@H](O)[C@@H]1O)OCO2,i,0.5
CCOc1ccc(S(=O)(=O)NCC(=O)NC2CCCCC2)cc1,i,0.8
COC(=O)C1CC2=C(CCCC2=O)N(Cc2ccccc2)C1=O (stereo not given),i,0.8
C[C@H](CO)N1C[C@H](C)[C@@H](CN(C)S(C)(=O)=O)Oc2ccc(NC(=O)c3ccncc3)cc2C1=O,i,1.6
CC(=O)c1ccc(NC(=O)CN2CCN(S(=O)(=O)c3ccc4ccccc4c3)CC2)cc1,i,0.3
Nc1nnc(SCC(=O)Nc2cccc(S(=O)(=O)N3CCCCC3)c2)s1,i,1.1
NCCCC[C@@H](C(=O)NCCCCCCCCCCC(=O)N1CCNCC1)n1cc(CCO)nn1,i,1.5
C=CCNc1nc2cc(-c3ccc(C(=O)N4CCOCC4)cc3)sc2c(=O)n1C,i,0.5
CC(C)N(C(=O)COC(=O)c1ccc(Cl)s1)c1ccccc1,i,0.7
COc1cc2sc3cc(NCCCN4CCOCC4)ccc3c(=O)c2cc1OC,i,1.4
CCCCNC(=O)C1(C)CCN1C(=O)c1ccc2ccccc2n1 (stereo not given),i,1.1
CC1(C(=O)NS(=O)(=O)C2CC2)CCCN(C(=O)c2ccco2)C1 (stereo not given),i,0.4
C=CCSc1nnc(CCc2ccccc2)n1N,i,0.5
CN(C)S(=O)(=O)c1ccc(C(=O)NCC2(N3CCOCC3)CCCCC2)cc1,i,1.2
CN(C(=O)COC(=O)/C=C/c1ccc2ccccc2n1)c1c(N)n(Cc2ccccc2)c(=O)[nH]c1=O,i,1.6
CCc1ccc(/C(C)=N/NC(=O)C(O)c2ccccc2)s1 (stereo not given),i,0.5
COc1ccccc1NC(=O)C(C)OC(=O)C1COc2ccccc2O1 (stereo not given),i,0.5
COc1ccccc1CN1CC(C(=O)N(C)CCc2ccccn2)CCC1=O (stereo not given),i,1.4
Cc1cc(-c2cc(C)c(N)cc2C)c(C)cc1N,i,0.7
COc1ccc2sc(C)cc(=O)c2c1,i,1.6
CCOC(=O)C1(C)CCN1C(=O)c1cc(F)cc(F)c1 (stereo not given),i,0.6
N#CC(OC(=O)c1ccccc1)c1cccc([N+](=O)[O-])c1 (stereo not given),i,1.0
COc1ccc(CCNC(=O)c2cccc(S(=O)(=O)N3CCCCCC3)c2)cc1,i,0.4
O=C1NC[C@H](CCCCN2CCN(CCc3ccc(O)cc3)C(=O)C2=O)N(CCC2CCCCC2)C1=O,i,1.2
COc1cc2ccccc2cc1C(=O)N1CCc2ccccc21,i,0.9
O=C1NC(Cc2ccc(O)cc2)c2nc3ccc(F)cc3c(=O)n2-c2ncccc21 (stereo not given),i,0.2
CCCCN(CCCC)Cc1cc(=O)oc2cc(C)c(Cl)cc12,i,1.1
CC1(C(=O)NS(=O)(=O)c2ccccc2Cl)CCN1C(=O)c1ccccc1CCc1ccccc1 (stereo not given),i,2.0
CC(C1=C(CCN(C)C)Cc2ccccc21)c1ccccn1 (stereo not given),i,0.3
COc1ccccc1CNc1nc(NCc2ccc(NC(C)=O)cc2)c2sccc2n1,i,1.1
COCCNC(=O)C1CCCN(C(=O)C2(c3ccc(Cl)cc3)CCCC2)CC1 (stereo not given),i,0.7
CCOc1ccc2nc(S(=O)(=O)NC(=O)C3(C)CCN3C(=O)c3cccc(F)c3)sc2c1 (stereo not given),i,0.6
COc1cc(CNC(=O)Nc2nc(C(N)Cc3ccc(C(F)(F)F)cc3)cs2)cc(OC)c1OC (stereo not given),i,1.5
CN(C)c1ncnc2c1ncn2[C@H]1CN(C2CCCC2)C[C@@H](CO)O1,i,0.8
Cc1cccc(NC(=O)[C@@H]2CCCN2S(=O)(=O)c2ccc(Cl)cc2)c1,i,0.4
COC(=O)c1ccc(CSc2ccccc2NC(=S)Nc2cccc(SC)c2)o1,i,0.5
Cc1ccccc1NC(=O)COC(=O)c1n[nH]c(=O)c2ccccc12,i,0.3
Cc1ccc(C)c(OCCC(=O)Nc2ccc(S(=O)(=O)N3CCCC3)cc2)c1,i,1.0
CC(=O)c1cccc(S(=O)(=O)NCCC(=O)NC2CCCCCC2)c1,i,1.7
CCOc1ccc(-n2c(C)c3c(C)nnc(C)c3c2C)cc1,i,2.5
CCCCCc1c(-c2cccc(F)c2)ncn1CCc1ccccc1OC,i,1.4
Cc1cnc(NC(=O)CCCNC(=O)c2ccc(Cl)cc2)s1,i,1.3
O=[N+]([O-])c1ccc(-[n+]2ccc3ccccc3c2)c([N+](=O)[O-])c1,+,28.8*
CN(CC(=O)Nc1ccc(OC(F)(F)F)cc1)C(=O)c1ccc(N2CCCC2=O)cc1,i,0.7
COc1ccccc1CC1CC(=O)N(c2ccc([N+](=O)[O-])cc2)C1=O (stereo not given),i,2.1
C[C@H]1CN([C@@H](C)CO)C(=O)c2cccc(NC(=O)Nc3ccc(C(F)(F)F)cc3)c2O[C@@H]1CN(C)S(=O)(=O)c1ccccc1,i,1.4
CCC(=O)N(C)C[C@@H]1Oc2ncc(Br)cc2C(=O)N([C@H](C)CO)C[C@H]1C,i,0.9
CC(Oc1ccc(Cl)cc1)C(=O)N1CCN(C(=O)c2ccco2)CC1 (stereo not given),i,0.1
O=C(Nc1ccc(F)cc1)C(c1ccccc1)N1CCN(CC(=O)N2CCOCC2)CC1 (stereo not given),i,0.3
OC[C@@H]1CN(Cc2ccc(-c3ccccc3)cc2)C[C@H](n2cnc3c(NC4CC4)ncnc32)O1,i,1.1
COc1cccc(-c2cnc3c(NC(C)=O)cc(-c4cccc(C(=O)NCCN(C)C)c4)cn23)c1,i,0.5
Nc1[nH]c(C(=O)c2ccccc2)c(-c2ccc(F)cc2)c1C(=O)NCc1ccccc1,i,1.1
CCc1ccc(C(=O)CN2C(=O)NC3(CCOc4ccccc43)C2=O)s1 (stereo not given),i,0.4
CCOc1ccc(NC(=O)CN(C)C(=O)c2n[nH]c(=O)c3ccccc23)cc1OCC,i,1.1
Cc1cc(C)cc(NC(=O)COC(=O)c2ccc(CN3CCCC3=O)cc2)c1,i,0.3
O=C(CN1C(=O)S/C(=C/c2cccs2)C1=O)N1CCCC1,i,0.9
CC(=O)NC(CC(=O)OCC(=O)c1ccc(NC(=O)CC(C)C)cc1)c1ccccc1 (stereo not given),i,0.5
COc1ccc(NS(=O)(=O)c2ccc(O)c(NS(=O)(=O)c3ccc(NC(C)=O)cc3)c2)cc1,i,1.8
Cc1ccc(NC(=O)CSc2nnnn2C2CCCC2)cc1S(=O)(=O)N1CCOCC1,i,1.0
COc1ccc(-c2cn(Cc3ccc(C(N)=O)cc3)c(-c3ccncc3)n2)cc1,i,1.7

# Exported as labelled records: 2 of the compounds above
COc1ccc(NS(=O)(=O)c2ccc(O)c(NS(=O)(=O)c3ccc(NC(C)=O)cc3)c2)cc1
  Myeloid diff MLP: i | Myeloid diff MLP GFP+ MAC1+ %: 1.8
CCOc1ccc2nc(S(=O)(=O)NC(=O)C3(C)CCN3C(=O)c3cccc(F)c3)sc2c1 (stereo not given)
  Myeloid diff MLP: i | Myeloid diff MLP GFP+ MAC1+ %: 0.6

# 2 entries picked at random from the list so far, as already listed:
SMILES,Myeloid diff MLP,Myeloid diff MLP GFP+ MAC1+ %
COc1ccc(NS(=O)(=O)c2ccc(O)c(NS(=O)(=O)c3ccc(NC(C)=O)cc3)c2)cc1,i,1.8
Cc1cnc(NC(=O)CCCNC(=O)c2ccc(Cl)cc2)s1,i,1.3

# Three entries already listed, ordered by length of the SMILES, ascending:
SMILES,Myeloid diff MLP,Myeloid diff MLP GFP+ MAC1+ %
C=CCNc1nc2cc(-c3ccc(C(=O)N4CCOCC4)cc3)sc2c(=O)n1C,i,0.5
Cc1cccc(NC(=O)[C@@H]2CCCN2S(=O)(=O)c2ccc(Cl)cc2)c1,i,0.4
CCOc1ccc(NC(=O)CN(C)C(=O)c2n[nH]c(=O)c3ccccc23)cc1OCC,i,1.1

# The list continues.
SMILES,Myeloid diff MLP,Myeloid diff MLP GFP+ MAC1+ %
Cc1cccc(NC(=O)C(C)Sc2ncnc3sccc23)c1 (stereo not given),i,2.8
CCOC(=O)[C@]12CCCC=C1N(Cc1ccc3c(c1)OCO3)C(=O)[C@H](CC(=O)NCc1cccc3ccccc13)C2,i,0.4
Cc1nn(CC(=O)NC2CCC(C)CC2)c(C)c1[N+](=O)[O-] (stereo not given),i,0.5
COc1cccc(C(O)c2nc(-c3ccc(F)cc3OC)cs2)c1 (stereo not given),i,0.8
COc1ccc(CCNC(=O)CCCCC(=O)NCCc2ccc(OC)c(OC)c2)cc1OC,i,0.6
Cc1ccn2c(-c3csc(Nc4ccc(C(=O)O)cc4)n3)c(C)nc2c1,i,1.1
Cn1c(SCC(=O)N2CCCC2)nc2c(c1=O)SCC2,i,1.1
Cc1nc(C)c(-c2csc(Nc3ccc(Cl)cn3)n2)s1,i,1.2
CSc1ccc(CN2CCC2(C)C(=O)Nc2ccc(C)c(O)c2)cc1 (stereo not given),i,0.4
CCOc1cc(N2CCOCC2)c(OCC)cc1NC(=O)COC(=O)c1c(CC)noc1C,i,1.6
O=[N+]([O-])c1cc2ccccc2nc1-c1ccccc1,i,0.8
CCNC(=O)C1(C)CCCN1Cc1c(F)cccc1F (stereo not given),i,0.0
CC(C)[C@H](NC(=O)OCc1ccccc1)C(=O)OCC(=O)N1CCN(c2ccc(F)cc2)CC1,i,0.7
O=C(NC[C@@H]1CCCO1)c1cccc2c1C(=O)c1ccc(N3CCOCC3)cc1S2(=O)=O,i,0.6
Cc1ccc([C@H]2N[C@]3(CCCN(Cc4ccco4)C3=O)[C@H]3C(=O)N(Cc4ccccc4)C(=O)[C@@H]23)cc1,i,1.5
c1ccc(-c2cc(-c3ccccc3)ncn2)cc1,i,0.9
Cc1cccc(Nc2nnc(SC(C)C(=O)NC3CC3)s2)c1 (stereo not given),i,0.2
Cn1cc(C(=O)N/N=C/C2=C(N3CCOCC3)C(=C/c3ccc([N+](=O)[O-])cc3)/CC2)ccc1=O,i,1.1
Cc1ccc(S(=O)(=O)N2CCN(S(=O)(=O)c3c(C)n[nH]c3C)CC2)cc1C,i,0.6
C=Cc1ccc(Cn2c(C)c(C(=O)NCc3ccccc3C(F)(F)F)sc2=O)cc1,i,4.6
CC(=O)c1sc(NC(=O)c2oc3ccc(F)cc3c2C)nc1C,i,1.4
O=C(c1ccc2c(c1)OCCO2)N1CCN(c2ccc(C(F)(F)F)cn2)CC1,i,0.7
C=CCOC(=O)N1CCC2CC1c1cc(-c3cccc(C)c3)ccc12 (stereo not given),i,0.5
CCOC(=O)CC1c2nc3ccccc3cc2CN1C(=O)OCC (stereo not given),i,0.7
C[C@H](CO)N1C[C@H](C)[C@@H](CN(C)S(=O)(=O)c2ccccc2)OCc2cn(nn2)CCCC1=O,i,1.5
CCOc1ccc(C2C3=C(CC(C)(C)CC3=O)N(CCCOC)C3=C2C(=O)CC(C)(C)C3)cc1OC,i,0.7
CC(C)C[C@H]1CN([C@@H](CC(C)C)CN2CCC[C@@H]2CN2C(=S)NC[C@@H]2Cc2ccc(O)cc2)C(=S)N1CC1CCCCC1,?,.
Cc1ccc(-c2ccc(CN3C(C(C)C)C(=O)N(Cc4cn(CCC5OCCO5)nn4)CCS3(=O)=O)cc2)cc1 (stereo not given),i,1.2
CC1(C)OC2CC3C4CCC5=CC(=O)CCC5(C)C4(F)C(O)CC3(C)C2(C(=O)CO)O1 (stereo not given),?,.
O=C(Nc1ccc2ccccc2c1)C(C1CC1)n1c(=O)c(-c2cc3ccccc3[nH]2)nc2ccccc21 (stereo not given),i,3.1
Cn1c(=O)c2c(-c3ccccc3)n(-c3ccccc3)cc2n(C)c1=O,i,0.3
CSCCC(NC(=O)COc1ccccc1)C(=O)N(C)CC(=O)Nc1ccc(Cl)cc1 (stereo not given),i,0.4
O=C1CCCCCCC(=O)[C@H](O)C[C@H](c2ccccc2)O1,i,1.2
COc1ccc(NC(=O)C2CCOC2=O)cc1 (stereo not given),i,0.5
O=C(CN1CCN(c2ccccc2)CC1)NC(=O)NCc1ccccc1,i,1.3
Cc1noc(C)c1-c1ccc(C(=O)Nc2ccc(C(C)C)cc2)c2occc12,?,.
CCOC(=O)N1CCN(C(=O)CCN2C(=O)/C(=C\c3ccc(OC)c(OC)c3)SC2=S)CC1,i,0.9
COc1cc(CNC(=O)Nc2nc(C(N)CCc3ccccc3)cs2)cc(OC)c1OC (stereo not given),i,1.2
COc1ccc(C2=Nc3ccccc3NC(=O)C2N(Cc2ccc(F)cc2)C(=O)c2ccco2)cc1 (stereo not given),i,1.1
CCn1nccc1NC(=O)c1csc([C@@H]2C[C@H](O)[C@@H](CO)O2)n1,i,1.4
CC(C)C[C@H]1CN([C@@H](CC(C)C)CN2CCC[C@H]2CN2C(=O)C(=O)NC[C@@H]2Cc2ccc(O)cc2)C(=O)C(=O)N1CCc1ccccc1,i,0.8
COc1ccc(/C=C2/CCC(CN3CCOCC3)C2=O)cc1 (stereo not given),?,.
O=C(CN1CCN(S(=O)(=O)c2ccccc2F)CC1)NCC1(N2CCOCC2)CCCCC1,i,0.7
CC12CCC(=O)N1C(C(=O)Oc1cccc(F)c1)CS2 (stereo not given),i,1.0
COc1ccc([C@H]2CC(=O)C=C(c3ccc4c(c3)OCO4)C2)cc1,i,1.6
CC1(C(=O)NS(=O)(=O)c2ccc3ccccc3c2)CCN1C(=O)CC1CCCCC1 (stereo not given),i,1.5
C(CCc1nn[nH]n1)CCC1CCCCC1,i,0.8

# Some of the compounds tested; rates above refer to the full screens.
